Bioassay records as filed in PubChem BioAssay.
RSV CPE inhibition = inhibition of RSV-induced cytopathic effect – HEp-2 cells, primary 10 µM value included (AID 2391). one-dose CPE inhibition, % at 10 µM; IC50 in µM for titrated hits. HEp-2 cells, RSV-induced CPE inhibition; higher % means a stronger effect. actives 0.13% (n = 310,000); in the data active = a potency from the dose series; also: strong numbers were not always called active
NS5 inhibitors = flavivirus cap methylation enzyme inhibition – biochemical, confirmation dose response, primary screen (AID 588689); actives 0.3% (n = 340,000); one-dose inhibition, % at 25 µM; IC50 in µM for titrated hits; Dengue-2 NS5 methyltransferase capping enzyme assay, biochemical; higher % means a stronger effect; in the data active = a potency from the dose series
Rac1 GTP hydrolysis = MgcRacGAP GTPase-activating activity inhibitors, confirmation, biochemical, ADP Hunter fluorescence. MgcRacGAP-stimulated Rac1 GTP hydrolysis, ADP Hunter fluorescence; higher % means a stronger effect; GST-tagged Rac1 F28L mutant substrate. inhibition, % at 30 µM; hits with a dose series show IC50 in µM. actives 0.6% (n = 340,000). AID 624330;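 active = first-screen hits whose inhibition reached a set limit at any dose in the follow-up dose series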;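 also: fluorescence reports GDP produced by GAP-driven GTP hydrolysis; strong numbers were not always called active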
SV40 large T antigen = SV40 large T antigen inhibitors, biochemical (AID 1903); one-dose inhibition, % at 20 µM; IC50 in µM for titrated hits; SV40 large T antigen ATPase/helicase inhibition assay; higher % means a stronger effect; actives 0.39% (n = 310,000); in the data active = a potency from the dose series; also: strong numbers were not always called active
PhoP inhibition = PhoP-dependent GFP reporter repression – Salmonella Typhimurium, primary screen (AID 1863); actives 0.16% (n = 300,000); inhibition, % at 50 µM; hits with a dose series show IC50 in µM; S. Typhimurium PhoP-regulated promoter GFP reporter, 4 h; higher % means a stronger effect;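 active = inhibition over 29.93%, a cutoff 3 SD above the screen mean, later confirmed by dose response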;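 also: 0% = low Mg2+ inducing control and 100% = high Mg2+ repressing control; strong numbers were not always called active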
GPR35 antagonists = GPR35 antagonists blocking zaprinast-driven arrestin recruitment, primary screen, imaging, U2OS, beta-arrestin-GFP, zaprinast agonist (AID 2058). U2OS GPR35 beta-arrestin-GFP translocation imaging, zaprinast antagonism; higher % means a stronger effect. inhibition, % at 10 µM, or IC50 in µM where a hit was titrated. actives 0.052% (n = 290,000);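 active = inhibition of at least 50% with at least 30 cells and total cytoplasm GFP at most 10,000,000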
GPR55 antagonists = inhibition of LPI-stimulated GPR55 beta-arrestin translocation – imaging, U2OS, beta-arrestin-GFP, LPI agonist, primary screen (AID 2013) | U2OS GPR55 beta-arrestin-GFP translocation imaging, LPI antagonism; higher % means a stronger effect | one-dose inhibition, % at 10 µM; IC50 in µM for titrated hits | actives 0.13% (n = 290,000);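 active = spots per cell inhibited over 60%, with over 100 cells counted and total cytoplasm intensity under 500,000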;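 also: U2OS cells stably carrying GPR55 and arrestin-GFP stimulated by 5 µM LPI near EC80; imaged beta-arrestin-GFP aggregate spots per cell after agonist stimulation; plate controls were LPI-stimulated DMSO wells for no effect and DMSO wells without LPI for full effect; some results filed as inactive read as strong as hits; confirmed hits need IC50 under 10 µM and bright autofluorescent wells are also inconclusive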
HIV peptide binding = cell-free HIV fusion peptide-binding blockers – biochemical, uHTS, fluorescence dequenching, primary screen (AID 1986) | cell-free peptide binding, fluorescence dequenching, 30 min; higher % means a stronger effect | inhibition, % at 20 µM, or IC50 in µM where a hit was titrated | actives 0.3% (n = 290,000); in the data active = inhibition mostly above about 52%, no sharp cut-off; inactive = mostly below about 76%; also: some results filed as inactive read as strong as hits
K1F lysis inhibition = inhibition of K1F phage lysis, E. coli UTI89, bacterial capsule biogenesis inhibitors, alamar blue (AID 488966); actives 0.02% (n = 340,000); one-dose inhibition, % at 100 µM; IC50 in µM for titrated hits; E. coli UTI89 K1F phage lysis, alamar blue, 2 h; higher % means a stronger effect;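 active = phage lysis inhibition, versus mean bacterial control, above a set limit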;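 also: capsule biogenesis inhibitors block K1F phage lysis so surviving cells raise fluorescence; higher fluorescence means more inhibition of phage lysis; actives were called in the ten point dose series up to 300 µM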
NS5 inhibitors pilot replicate = second read-out of NS5 inhibitors, no call of its own (marks repeat the call); inhibition, %; measured here: pilot screen replicate inhibition
* = called active by the depositor; . = not tested or not shown; [ ] = another dose, or the depositor's remark.

Start of the listing, in advance:
SMILES | RSV CPE inhibition | NS5 inhibitors | Rac1 GTP hydrolysis | SV40 large T antigen | PhoP inhibition | GPR35 antagonists | GPR55 antagonists | HIV peptide binding | K1F lysis inhibition | others
Cc1ccc(S(=O)(=O)N[C@@H](C)C(=O)N2CCC(C(=O)N[C@@H](Cc3ccccc3)C(=O)O)CC2)cc1 | 4.3% | 4% | 8% | 2% | -10% | 24% | -12% | -0.2% | 0.5%
COc1ccc(NC(=O)Nc2ccccc2F)c(C)c1 | 0.5% | 1% | 11% | 0% | 5% | 7% | 4% | -0.2% | 0.0%

Results, previewed entries included:
SMILES | RSV CPE inhibition | NS5 inhibitors | Rac1 GTP hydrolysis | SV40 large T antigen | PhoP inhibition | GPR35 antagonists | GPR55 antagonists | HIV peptide binding | K1F lysis inhibition | others
Cc1ccc(S(=O)(=O)N[C@@H](C)C(=O)N2CCC(C(=O)N[C@@H](Cc3ccccc3)C(=O)O)CC2)cc1 | 4.3% | 4% | 8% | 2% | -10% | 24% | -12% | -0.2% | 0.5%
COc1ccc(NC(=O)Nc2ccccc2F)c(C)c1 | 0.5% | 1% | 11% | 0% | 5% | 7% | 4% | -0.2% | 0.0%
CN(C)CCCNC(=O)c1cc(C(=O)c2ccccc2F)c[nH]1 | 3.3% | -7% | 9% | 7% | 7% | 7% | 8% | -0.5% | 0.0%
COc1ccc(-n2c(C)c(C(C)=O)c3cc(O)ccc32)cc1 | . | 1% | 4% | 10% | 7% | 7% | 9% | -1.8% | 2.1%
O=C(N/N=C/c1cn(-c2ccccc2)nc1-c1ccccc1)c1ccco1 | 4.8% | -1% | 9% | 7% | -5% | -1% | -1% | -0.5% | -0.1%
C=CCc1cc(Cl)ccc1OCCN(C)C | -0.3% | 2% | 157µM* | 0% | 28% | -10% | 25% | 2.5% | 15%
O=C(Cn1nnc(-c2ccc(S(=O)(=O)N3CCCC3)cc2)n1)NCC1CCCO1 (configuration not stated) | 0.6% | -3% | -3% | 34% | 2% | 0% | 9% | 0.5% | -0.6%
O=C(NCCc1ccc(Cl)cc1)c1cnccn1 | -1.4% | 9% | 6% | 11% | 2% | -4% | 2% | 0.7% | -0.1%
COC(=O)c1ccccc1NC(=O)CSc1nc2cccnc2n1C | 12% | -2% | 4% | 22% | -1% | 1% | 6% | 0.2% | 5.7%
Cc1ccc(S(=O)(=O)N(CC(=O)O)Cc2ccco2)cc1 | 0.5% | 4% | 15% | 19% | . | 4% | 6% | 0.6% | 0.3%

2 entries picked at random from the list so far:
SMILES | RSV CPE inhibition | NS5 inhibitors | Rac1 GTP hydrolysis | SV40 large T antigen | PhoP inhibition | GPR35 antagonists | GPR55 antagonists | HIV peptide binding | K1F lysis inhibition | others
O=C(N/N=C/c1cn(-c2ccccc2)nc1-c1ccccc1)c1ccco1 | 4.8% | -1% | 9% | 7% | -5% | -1% | -1% | -0.5% | -0.1%
COC(=O)c1ccccc1NC(=O)CSc1nc2cccnc2n1C | 12% | -2% | 4% | 22% | -1% | 1% | 6% | 0.2% | 5.7%

Other entries
SMILES | RSV CPE inhibition | NS5 inhibitors | Rac1 GTP hydrolysis | SV40 large T antigen | PhoP inhibition | GPR35 antagonists | GPR55 antagonists | HIV peptide binding | K1F lysis inhibition | others
COC(=O)c1ccc(Nc2cc(C)nc3ccc(C)cc23)cc1 | -1.4% | -3% | 9% | 15% | 26% | 21% | -7% | -1.9% | 0.1%
CCCc1cc(C(=O)Nc2cccc(C(C)=O)c2)no1 | 0.0% | -1% | 1% | 1% | 1% | 0% | 19% | -2.9% | 1.3%
O=C(O)c1ccoc1CN1CCCCC1 | 19% | -1% | 4% | 5% | 17% | -6% | 3% | 4.5% | 0.2% | NS5 inhibitors pilot replicate=-5.8
COc1ccc(C(=O)CC(=O)C(=O)Nc2cc(C)ccc2C)cc1 | 0.8% | -21% | 5% | 21% | -1% | 9% | 7% | 1.4% | 0.3%
CC(=O)N1c2ccc(S(=O)(=O)NCC3CCC(C(=O)Nc4ccc(C)cn4)CC3)cc2CC1C (configuration not stated) | 2.4% | -8% | 10% | 0% | 1% | 4% | 6% | -0.1% | 0.1%
Cc1ccc(-c2nnc(SCC(=O)NNC(=O)COc3ccccc3C)n2C)cc1 | 2.2% | -6% | -1% | 4% | -12% | -9% | 9% | -1.3% | 1.3%
COc1ccc(/C=C/C(=O)Nc2ccc3c(c2)CCC3)cc1OC | 48% | -3% | 8% | 26% | 0% | 11% | 3% | -1.3% | 4.5%
O=C(NC1CC1)c1ccc(Cl)c(S(=O)(=O)N2CCOCC2)c1 | 0.9% | -4% | 8% | 1% | -5% | -14% | 0% | 0.8% | 0.2%
COCC(C)NC(=O)CSc1nnc(-c2cccc(S(=O)(=O)N3CCCCC3)c2)o1 (configuration not stated) | 1.9% | -4% | -4% | 2% | 0% | -8% | -10% | 0.7% | 3.3%
O=C(c1ccc(Cl)cc1)c1c[nH]c(C(=O)NNc2cccc(Cl)n2)c1 | 1.1% | . | -8% | 19% | 6% | 0% | -6% | -1.2% | -1.0%
O=C(Nc1cccc(C(=O)N2CCCC2)c1)c1ccccc1Cl | 3.2% | 0% | 3% | . | 7% | 4% | 2% | -0.8% | -0.6%
COc1ccc(NC(=O)COC(=O)Cn2nnc3ccccc32)cc1 | -0.1% | -1% | 3% | 13% | -9% | -8% | 1% | -0.5% | 0.7%
Cc1cc(NC(=O)CSc2nnc3c(C)cc4ccccc4n23)no1 | 7.1% | -1% | 6% | 23% | -8% | -7% | 13% | 0.2% | 1.9%
Fc1cccc(CN2CCC(Cc3ccccc3)CC2)c1 | -1.2% | -4% | 20% | 4% | 4% | 8% | 7% | 0.4% | -0.2%
COCc1cc(C)nc(OCC(=O)N/N=C/c2ccc(C)cc2)c1C#N | 2.1% | 3% | 6% | 5% | -8% | 8% | 7% | -0.5% | 1.2%
COc1ccc(S(=O)(=O)NCCc2c(C)nn(C)c2Oc2ccccc2)cc1 | 20% | -2% | 1% | -1% | 3% | 18% | 4% | 2.0% | -0.5%
CSc1nc2ncc(-c3ccsc3)c(N)n2n1 | -0.6% | 1% | 6% | 4% | 3% | -6% | 6% | 1.7% | -0.7%
O=C(Nc1ccc(N2CCN(C(=O)c3ccccc3)CC2)cc1)c1ccc2c(c1)OCCO2 | 5.4% | -2% | 5% | 3% | -4% | -8% | -14% | -1.1% | -1.2%[50 µM]
CCOc1ccc(OCCSc2nc3ccccc3n2CC(=O)O)cc1 | 8.1% | -4% | -3% | 10% | -2% | 5% | 6% | 2.7% | -0.8%
COC(=O)C1=NN(c2ccccc2OC)C2C(=O)N(c3ccccc3OC)C(=O)C12 (configuration not stated) | 1.8% | -3% | -1% | -8% | 4% | -4% | 4% | 0.2% | 0.9%[50 µM]

An excerpt from the list above, as a working copy:
SMILES | RSV CPE inhibition | NS5 inhibitors | Rac1 GTP hydrolysis | SV40 large T antigen | PhoP inhibition | GPR35 antagonists | GPR55 antagonists | HIV peptide binding | K1F lysis inhibition | others
O=C(Nc1cccc(C(=O)N2CCCC2)c1)c1ccccc1Cl | 3.2% | 0% | 3% | . | 7% | 4% | 2% | -0.8% | -0.6%
COc1ccc(NC(=O)COC(=O)Cn2nnc3ccccc32)cc1 | -0.1% | -1% | 3% | 13% | -9% | -8% | 1% | -0.5% | 0.7%
Cc1cc(NC(=O)CSc2nnc3c(C)cc4ccccc4n23)no1 | 7.1% | -1% | 6% | 23% | -8% | -7% | 13% | 0.2% | 1.9%

Going on with the list.
SMILES | RSV CPE inhibition | NS5 inhibitors | Rac1 GTP hydrolysis | SV40 large T antigen | PhoP inhibition | GPR35 antagonists | GPR55 antagonists | HIV peptide binding | K1F lysis inhibition | others
COc1ccnc(Oc2ccc(F)cc2)c1C(=O)N/C=N/OCc1ccccc1 | -0.1% | 4% | 1% | -3% | 1% | 9% | 1% | -2.1% | 0.8%
COCc1c(C(=O)N2CCN(Cc3ccc4c(c3)OCO4)CC2)oc2ccccc12 | 2.3% | 1% | 2% | . | . | . | . | . | 1.3%[50 µM]
CC(C)CCNC(=O)C(=O)NCCC1=CCCCC1 | 1.1% | 3% | 7% | 5% | -12% | -2% | 16% | 1.5% | 2.0%
CCOc1ccc(NC(=O)CSc2nc(=O)n(Cc3ccccn3)c3c2CCC3)cc1 | 2.2% | 0% | 12% | 20% | -1% | . | . | . | -1.5%
CC1(C(=O)Nc2ccc3c(c2)OCO3)CC1(Cl)Cl (configuration not stated) | 1.4% | -1% | 7% | 10% | 0% | 9% | 3% | -1.4% | 0.0%
CCOc1ccc(NC(=O)CN(C)C(=O)CN2C(=O)C3CC=CCC3C2=O)cc1OCC (configuration not stated) | -0.2% | -4% | 3% | 11% | -7% | . | . | . | 1.4%[50 µM]
CCN1C(=O)/C(=c2\sc3nc(=O)c(Cc4ccccc4)nn3c2=O)c2ccccc21 | 1.1% | -1% | 4% | 8% | -7% | 16% | 11% | -2.3% | 0.4%
O=C1CNC(=S)N1CCc1ccccc1Cl | 1.8% | 0% | -1% | 5% | -1% | -11% | -12% | 1.1% | 3.6%
COc1ccc(-c2cn(CCO)c(CCN)n2)cc1 | -0.1% | -3% | 4% | 17% | . | . | . | . | -0.7%
Cc1cccc(C)c1OCc1cc(C(=O)N2CCN(c3ccccc3)CC2C)no1 (configuration not stated) | 14% | -1% | -3% | 21% | 5% | 16% | 2% | -1.8% | -0.8%[50 µM]
CCN(CC)CC(=O)NCC1(c2ccccc2)CCOCC1 | 0.9% | -5% | 8% | 5% | -4% | 19% | 8% | 0.7% | 6.8%
CN1CCN(C(=O)C2=C[C@@H](c3ccc(C(F)(F)F)cc3)C[C@@H](OCc3ccc(CO)cc3)O2)CC1 | -0.3% | -5% | 10% | 8% | 2% | 1% | 6% | -0.9% | 5.0%
C[n+]1ccccc1/C=C/c1ccc2ncccc2c1 | 0.5% | 10% | 10% | 20% | -8% | -3% | 2% | 4.0% | -0.5%
Cc1ccc(C(=O)c2cc([N+](=O)[O-])ccc2N2CCN(C)CC2)cc1 | -0.5% | -3% | 8% | 4% | 2% | 6% | . | -1.9% | 6.6%
Nc1nonc1C(=O)NCCNCc1cc(Br)ccc1OCc1ccc(F)cc1 | 9.4% | -7% | 7% | -1% | 7% | -13% | 17% | -2.4% | -0.1% | NS5 inhibitors pilot replicate=2.3
COc1ccc(NS(=O)(=O)c2ccc(N3CCOCC3)c(NC(=O)c3ccccc3Cl)c2)cc1 | 4.5% | -5% | 7% | 0% | 1% | -9% | 0% | -0.6% | 0.9%[50 µM]
O=C(N/N=C/c1ccoc1)c1ccccc1Br | 1.4% | 2% | 6% | 7% | 7% | 5% | -8% | -1.5% | 0.2%
Cc1[nH]c2ccccc2c1C(=O)CSc1ccccc1 | 4.0% | -9% | 3% | 0% | -3% | 8% | 4% | 1.6% | 5.2%
CCCN(CC(=O)Nc1ccc(F)c(F)c1F)C(=O)C1=COCCO1 | -2.3% | -1% | 3% | 19% | 1% | . | . | . | 0.0%[50 µM]
